pPAFAH inh – pPAFAH (human) enzyme inhibition; recombinant pPAFAH, FP-rhodamine probe fluorescence polarization; 1.5% of 330,000 active; Q13093; inhibition, % at 3.39 µM; AID 463082;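 active means inhibition above the mean inhibition across the screen plus 3 SD, cut at about 25% in these data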;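 further: inhibitors block binding of the rhodamine activity-based probe so polarization drops; 0% = enzyme with DMSO and 100% = wells lacking pPAFAH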
PAFAH1B3 inh – PAFAH1B3 (human) inhibition. recombinant PAFAH1B3, FP-rhodamine probe, fluorescence polarization. inhibition, % at 3.39 µM. 0.28% of 340,000 active. AID 492972;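 active means inhibition above the screen-wide average of all tested compounds plus 3 SD, cut at about 25% in these data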;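 further: 0% = enzyme with DMSO only and 100% = wells lacking PAFAH1B3 protein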
Target sequence (Q15102 whole entry, looked up): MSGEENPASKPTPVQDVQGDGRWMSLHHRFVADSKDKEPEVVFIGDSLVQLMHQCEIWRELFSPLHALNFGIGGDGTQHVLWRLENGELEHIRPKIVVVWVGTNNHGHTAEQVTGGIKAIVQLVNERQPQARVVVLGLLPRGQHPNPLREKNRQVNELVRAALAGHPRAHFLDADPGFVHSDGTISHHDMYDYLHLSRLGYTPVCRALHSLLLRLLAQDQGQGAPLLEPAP
PAFAH2 inh – inhibitors of human PAFAH2 | Q99487 | recombinant PAFAH2, FP-rhodamine activity probe, fluorescence polarization | 0.99% of 340,000 active | inhibition, % at 3.39 µM;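 active means inhibition above the mean over all tested compounds plus 3 SD, cut at about 30% in these data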;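 further: inhibitors block probe labeling of enzyme so polarization drops; 0% = enzyme with DMSO and 100% = wells lacking PAFAH2 protein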
GSTO1 counter – counter-screen for RBBP9 inhibitors: inhibitors of human GSTO1; recombinant GSTO1, activity-based probe fluorescence polarization; inhibition, % at 5.96 µM; 1.1% of 300,000 active;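 active means inhibition above the campaign mean inhibition plus 3 SD, cut at about 35% in these data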;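 further: 0% = GSTO1-1 with DMSO and 100% = wells lacking GSTO1-1 enzyme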
Target sequence (P78417 whole entry, looked up): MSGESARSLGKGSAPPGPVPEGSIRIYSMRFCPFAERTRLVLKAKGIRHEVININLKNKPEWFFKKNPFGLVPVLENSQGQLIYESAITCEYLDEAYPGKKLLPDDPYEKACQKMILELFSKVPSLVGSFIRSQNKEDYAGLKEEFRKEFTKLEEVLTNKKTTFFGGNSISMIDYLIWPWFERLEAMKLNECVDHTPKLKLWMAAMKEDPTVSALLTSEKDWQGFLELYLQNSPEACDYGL
Fam108B counter – Fam108B inhibition, counter-screen for RBBP9 inhibitors; 0.33% of 300,000 active; inhibition, % at 9.51 µM; AID 1947; recombinant Fam108B, FP-Rh probe fluorescence polarization;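 active means inhibition above the screen mean inhibition plus 3 SD, computed separately per campaign, cut at about 18% in these data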;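 further: inhibitors lower polarization as less probe binds the enzyme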
LYPLA1 inh – counter-screen for PME1 inhibitors: inhibitors of human LYPLA1; 0.16% of 320,000 active; recombinant LYPLA1, FP-Rh probe fluorescence polarization; O75608; inhibition, % at 5.9 µM;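 active means inhibition above the mean of all tested compounds plus 3 SD, set per campaign, cut at about 14% in these data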;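 further: inhibitors block serine hydrolase probe labeling of LYPLA1 so polarization falls; 0% = enzyme with DMSO and 100% = wells lacking LYPLA1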
Target sequence (O75608 whole entry, looked up): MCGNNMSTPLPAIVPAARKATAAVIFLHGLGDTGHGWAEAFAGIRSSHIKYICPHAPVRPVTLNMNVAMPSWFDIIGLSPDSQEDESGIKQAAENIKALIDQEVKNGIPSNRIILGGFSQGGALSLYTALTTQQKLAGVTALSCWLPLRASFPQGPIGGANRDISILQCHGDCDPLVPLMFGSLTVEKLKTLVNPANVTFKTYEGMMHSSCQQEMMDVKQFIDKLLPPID
PME-1 inh – PME-1 (human) inhibition | Q9Y570 | recombinant PME-1, FP-Rh probe fluorescence polarization | inhibition, % at 5.9 µM | 0.53% of 320,000 active;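 active means inhibition above the campaign mean of all compounds plus 3 SD, cut at about 26% in these data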;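 further: competitive labeling of PME-1 active site by serine hydrolase directed probe; 0% = PME-1 with DMSO and 100% = wells lacking PME-1 enzyme; inhibitors block probe labeling so polarization falls and inhibition rises; many of its hits are not listed in these tables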
PAFAH1B2 inh – blocks human PAF acetylhydrolase 1b catalytic subunit 2; P68402; AID 492953; inhibition, % at 3.39 µM; recombinant PAFAH1B2, FP-rhodamine activity probe, fluorescence polarization; 1.2% of 340,000 active;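 active means inhibition above the mean of all tested compounds plus 3 SD, cut at about 24% in these data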;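 further: 0% = enzyme with DMSO and 100% = wells lacking PAFAH1B2; many of its hits are not listed in these tables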
Target sequence (P68402 whole entry, looked up): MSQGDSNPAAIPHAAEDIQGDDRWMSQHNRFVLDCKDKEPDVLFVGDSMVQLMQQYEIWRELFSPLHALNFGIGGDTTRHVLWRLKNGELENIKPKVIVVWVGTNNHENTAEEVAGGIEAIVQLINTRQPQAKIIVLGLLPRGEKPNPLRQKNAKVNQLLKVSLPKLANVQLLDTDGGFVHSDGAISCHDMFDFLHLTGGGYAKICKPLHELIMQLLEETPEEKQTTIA
PAD4 inh – inhibitors of human PAD4; 0.41% of 330,000 active; inhibition, % at 6.36 µM; recombinant PAD4, RCA probe fluorescence polarization;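 active means percent inhibition above a cutoff equal to the mean of all tested compounds plus 3 SD, cut at about 15% in these data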;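 further: 0% = PAD4 with RCA probe and DMSO and 100% = probe without PAD4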
* = called active by the depositor; / = no result given.

SMILES | pPAFAH inh | PAFAH1B3 inh | PAFAH2 inh | GSTO1 counter | Fam108B counter | LYPLA1 inh | PME-1 inh | PAFAH1B2 inh | PAD4 inh
CCOC(=O)N1CCN(Cc2oc(CO)cc(=O)c2O)CC1 | 0.2 | 3.4 | -2.3 | 2.3 | -2.5 | 2.1 | -1.7 | 2.0 | -8.7
COc1cccc(-c2nc(CS(=O)(=O)CC(=O)NCCCN3CCOCC3)c(C)o2)c1 | 2.8 | 7.3 | -1.1 | 2.1 | 2.2 | 4.5 | -5.1 | -2.9 | 3.8
CN1C[C@@H]2C(c3ccccc3)C3(c4cccnc4)CC2(C3)[C@H]1c1ccccc1 (some centres undefined) | -0.1 | -7.5 | 2.0 | 5.5 | 2.8 | -5.1 | -5.9 | 2.0 | 2.9
Cc1ccc(OCC(=O)NNC(=S)NC(=O)C(C)(C)C)c(Br)c1 | 4.1 | 2.4 | 10.4 | 5.3 | 2.0 | -0.4 | -6.8 | 13.6 | -2.2
CCN=C1Cn2c(nc3scc(-c4ccccc4)c3c2=O)CN1CC | 5.5 | 8.2 | 3.1 | 8.2 | -4.8 | -2.6 | 1.2 | 3.9 | -5.6
C/C(=N\NC(=O)c1cccc(C)c1O)c1ccc(NC(=O)Cc2ccccc2)cc1 | -1.0 | 9.3 | -12.5 | 2.8 | -0.7 | -1.1 | -3.1 | 0.1 | 0.3
CC1CCN(c2nc3ccc(C(=O)NCCCN4CCCCC4C)cc3s2)CC1 (centres undefined) | -4.0 | -0.9 | 6.6 | -6.2 | 1.2 | 4.3 | 0.1 | -1.9 | -1.3
CC(NCCC(Cc1ccccc1)c1ccco1)c1ccccc1 (centres undefined) | 3.1 | 4.4 | 4.3 | 6.3 | 1.7 | -3.5 | -6.2 | 6.2 | -1.5
COc1ccc(NC(=O)[C@@H](NC(=O)c2ccccc2)C(C)C)cc1S(=O)(=O)N1CCCCC1 | 12.3 | 2.2 | -10.9 | 1.0 | 3.0 | 0.0 | 3.6 | 0.6 | 1.0
Fc1cc(F)cc(-c2oncc2-c2nnnn2-c2ccccc2)c1 | 0.4 | 5.4 | -1.2 | -20.2 | 6.7 | -6.5 | -13.7 | 1.4 | 5.0
CCCn1nnnc1SCC(=O)c1ccc(NC(C)=O)cc1 | 0.1 | 3.7 | -2.2 | 12.0 | -0.6 | 0.1 | -0.9 | 1.9 | -3.4
CCOCCCNC(=O)c1ccc2c(c1)N(Cc1ccccc1)C(=O)CS2=O (centres undefined) | -5.4 | 7.2 | 8.4 | -2.2 | -1.1 | -1.0 | 0.2 | -3.0 | 0.9
CCc1ccc(OCC(O)Cn2c(N3CCCCC3)nc3c2c(=O)[nH]c(=O)n3C)cc1 (centres undefined) | 7.5 | -2.0 | -1.6 | 0.6 | -0.8 | 0.5 | -0.4 | 2.9 | -3.4
COc1cc(NC(=O)CCCn2c(=O)oc3ccccc32)cc(OC)c1 | 1.1 | 9.6 | 7.7 | / | / | / | / | 7.5 | -7.0
COc1ccccc1CCNC(=O)Nc1cccc([N+](=O)[O-])c1 | -1.4 | -0.3 | 3.2 | 8.6 | -1.4 | -3.1 | -7.8 | 1.3 | -2.1
COc1ccc(C(C)=O)c(OC(=O)c2ccc(OC)c(OC)c2)c1 | -3.2 | 0.4 | -4.4 | -0.2 | 2.3 | -0.4 | 5.7 | -0.1 | 4.5
Cn1cnc([N+](=O)[O-])c1Oc1cccc2ccccc12 | -5.4 | -1.4 | 1.4 | 7.2 | -1.1 | -1.2 | -3.8 | -0.2 | -4.5
CCc1nc(SCC(=O)NNC(=O)C2CCCCC2)c2ccccc2n1 | 3.1 | 7.6 | 7.7 | 3.9 | 3.5 | -3.8 | -5.2 | 7.2 | 5.7
COc1ccc(NC(=O)N(C)C[C@H]2Oc3c(NC(=O)NC(C)C)cccc3C(=O)N([C@H](C)CO)C[C@@H]2C)cc1 | -6.6 | 2.3 | 11.8 | / | / | / | / | 2.1 | 2.2
CC1CCCC/C1=N\NC(=S)Nc1cccnc1 (centres undefined) | 2.7 | 6.2 | 9.5 | 11.0 | -0.2 | -0.4 | 4.5 | 10.9 | -3.8
Cc1ccc(S(=O)(=O)CCC(=O)N(CCN2CCOCC2)c2nc3ccccc3s2)cc1 | 3.5 | 2.0 | 8.4 | 6.8 | -0.1 | 3.0 | 2.6 | 4.0 | -5.5
CCCNC(=O)C(Cc1ccccc1F)NC(=O)c1ccc(C#N)cc1 (centres undefined) | 3.0 | 12.8 | -4.4 | / | / | -0.3 | -2.3 | 3.2 | 1.0
COCCCN1C(=O)c2[nH]nc(-c3ccccc3O)c2C1c1cccc(Cl)c1 (centres undefined) | 4.0 | -2.6 | -3.1 | -1.2 | 2.1 | 4.0 | -4.8 | 2.3 | -5.4
COc1ccc(C(=O)Nn2c(C3CCC3)nc3ccccc3c2=O)c(OC)c1 | -0.6 | 6.5 | 4.5 | 1.7 | -3.6 | 0.8 | -0.6 | 8.4 | 6.2
Cc1cccc(C(=O)OC(C)CN2CCN(C)CC2)c1 (centres undefined) | -0.7 | 3.2 | -1.6 | -5.1 | -0.2 | 3.1 | -4.3 | 0.2 | 0.8
COc1ccccc1/C=C/c1nc(S(=O)(=O)c2ccccc2)c(N(C)C)o1 | 5.2 | 12.0 | 7.7 | 7.8 | 7.5 | 1.9 | -0.9 | 8.0 | 6.9
CCCCOC(=O)c1nnc(-c2ccccc2)o1 | -3.0 | 11.5 | -5.6 | 1.5 | 0.8 | 1.5 | 0.2 | 8.1 | 2.3
Cc1cccc2c1NC1(CCCC1)CC2C (centres undefined) | 3.2 | / | / | -4.3 | -1.9 | 1.9 | -2.6 | / | 1.1
O=C(O)C1CC=CCC1C(=O)Nc1cccc(F)c1 (centres undefined) | -8.8 | 6.7 | -1.6 | -4.2 | 0.2 | 0.5 | -4.0 | -1.4 | -4.6
O=C(O)CC(CC(=O)Nc1nncs1)c1ccccc1 (centres undefined) | 5.8 | 11.3 | -1.3 | -10.8 | 1.4 | 4.5 | 6.5 | 5.9 | 1.6
COCC(C)NC(=O)c1cc(-c2ccccc2OC)on1 (centres undefined) | -1.5 | 4.3 | 1.2 | 12.6 | 3.3 | 0.8 | -3.2 | 6.5 | -3.6
CCOc1cccc(NC(=O)C2CC(=O)N(C)C(=Nc3ccccc3)S2)c1 (centres undefined) | -0.6 | -1.9 | -4.1 | -14.9 | -0.5 | -6.3 | -8.6 | -1.1 | -5.9
Cc1cc(C)c(S(=O)(=O)N2CCN(C(=O)c3cc4ccccc4oc3=O)CC2)c(C)c1 | 1.6 | 9.6 | 2.7 | / | / | -1.9 | 17.2 | 3.3 | 7.3
Nc1c(NCCC2=CCCCC2)c(=O)[nH]c(=O)n1Cc1ccccc1 | -2.5 | -0.9 | 5.8 | -6.3 | 2.0 | 2.0 | -2.7 | 4.8 | -3.2
Cc1ccc2[nH]c(=O)c(CN(CCCO)S(=O)(=O)c3c(C)ccc4nsnc34)cc2c1 | -3.2 | 0.7 | 2.3 | 3.2 | 0.4 | -1.5 | -0.2 | 4.6 | -2.2
CCOc1cc(S(=O)(=O)Nc2ccccc2CC)ccc1Cl | 8.8 | 5.3 | 4.6 | 2.8 | 1.1 | -5.6 | 6.3 | 0.0 | 1.1
CC(C)c1ccc(OCc2nnc(SCC(=O)N3CCCCC3)o2)cc1 | 9.1 | 0.0 | -2.9 | 4.0 | -3.6 | 1.0 | 0.1 | 9.3 | 1.0
CCn1c(N2CCN(C(=S)NCC(C)C)CC2)nc2ccccc21 | -0.2 | -1.1 | -4.9 | -2.5 | -1.9 | -0.3 | -4.8 | 5.9 | -1.2
CC(CC(=O)Nc1ccc(S(=O)(=O)Nc2ncccn2)cc1)c1ccccc1 (centres undefined) | 0.1 | 3.8 | 1.2 | 1.9 | -2.8 | 0.4 | 4.6 | 8.2 | 2.6
COc1cccc(/C=N/NC(=O)c2nnn(-c3nonc3N)c2C(C)C)c1 | 1.7 | -3.5 | -2.4 | -2.2 | 1.5 | 1.6 | -1.0 | 4.8 | 2.2

Another view of 2 compounds above.
Sequence of screens: pPAFAH inh	PAFAH1B3 inh	PAFAH2 inh	GSTO1 counter	Fam108B counter	LYPLA1 inh	PME-1 inh	PAFAH1B2 inh	PAD4 inh
COc1cc(NC(=O)CCCn2c(=O)oc3ccccc32)cc(OC)c1
 : 1.1	9.6	7.7	/	/	/	/	7.5	-7.0
COc1ccccc1CCNC(=O)Nc1cccc([N+](=O)[O-])c1
 : -1.4	-0.3	3.2	8.6	-1.4	-3.1	-7.8	1.3	-2.1

Further entries.
SMILES | pPAFAH inh | PAFAH1B3 inh | PAFAH2 inh | GSTO1 counter | Fam108B counter | LYPLA1 inh | PME-1 inh | PAFAH1B2 inh | PAD4 inh
O=C(CCN1C(=O)/C(=C\c2cccs2)SC1=S)Nc1ccccn1 | 3.8 | 3.6 | -0.9 | -0.1 | -2.3 | -1.1 | -4.2 | 0.9 | -1.9
Cc1nn(C)c(C)c1/C=N/NC(=O)CCn1nc(C)c([N+](=O)[O-])c1C | -4.8 | -2.3 | 3.1 | 0.7 | 4.6 | -0.8 | -0.7 | 1.7 | 0.9
Cc1[nH]c(=O)[nH]c(=O)c1S(=O)(=O)NCCc1ccc(S(N)(=O)=O)cc1 | 0.7 | -0.2 | 4.5 | -4.6 | -4.1 | 1.7 | 0.6 | 1.3 | -2.8
COc1ccc(C(=O)N2CCN(C(C)=O)CC2)cc1S(=O)(=O)N1CCOCC1 | 1.3 | 4.6 | 4.7 | 9.5 | -0.7 | 0.2 | 3.4 | -0.3 | 2.6
Cc1c(C)c2ccc(OCC(=O)Nc3ccc(S(N)(=O)=O)cc3)c(C)c2oc1=O | 1.4 | 2.9 | 5.8 | -23.7 | -3.8 | -8.3 | -5.4 | -1.1 | -11.7
COc1ccccc1N1CCN(C(=O)CN2C(=O)c3ccccc3S2(=O)=O)CC1 | 1.3 | 3.3 | 1.9 | 11.4 | 2.2 | -1.4 | 2.1 | 1.0 | 2.6
O=C(NC(=S)Nc1cccc(NC(=O)c2ccccc2)c1)c1cccc([N+](=O)[O-])c1 | -3.0 | 6.3 | -9.7 | -0.2 | 5.2 | -2.3 | 4.6 | -1.2 | 1.4
C/C(CC(C)C)=N\NS(=O)(=O)c1ccc(C)c([N+](=O)[O-])c1 | 3.6 | 1.4 | 6.1 | 5.5 | -3.9 | 5.3 | 2.0 | 2.8 | 3.4
CCOC(=O)C1(CCOC)CCN(Cc2cc3ccccc3s2)CC1 | -0.7 | 0.7 | 6.1 | 0.0 | 3.5 | 0.2 | -4.1 | 4.8 | 3.8
CCOc1ccc(NC(=O)c2ccccc2NC(=O)CNC2CCCC(C)C2C)cc1 (centres undefined) | 0.8 | 8.3 | 3.9 | / | / | / | / | -1.6 | -0.1
N=C1C(c2nc(-c3cccc([N+](=O)[O-])c3)cs2)=C(O)CN1NC(=O)c1ccco1 | -2.7 | -11.6 | -1.6 | 5.3 | -0.1 | -1.1 | 6.2 | -1.4 | 0.1
O=C(NC1CCCCC1)C1CC(=O)N(Cc2ccccc2)C1 (centres undefined) | 1.6 | -6.6 | -2.1 | 5.0 | -1.1 | -1.7 | 0.7 | -0.2 | -0.4
COc1ccc(S(=O)(=O)N2CCN(c3ccccn3)CC2)cc1[N+](=O)[O-] | 1.5 | 7.7 | -1.3 | -7.2 | 5.5 | 3.5 | 9.7 | 6.6 | 1.9
CCOC(=O)c1ccc(Oc2nc(OC)cc(OC)n2)cc1 | -5.2 | 5.3 | -8.0 | 5.4 | 1.6 | -4.1 | 8.0 | -2.3 | -5.0
COC(=O)c1cc(Br)c(=O)n(CCc2ccc(O)cc2)c1 | 6.5 | 12.6 | -11.9 | -2.7 | 1.9 | -2.3 | 0.9 | 2.4 | -0.5

Compound activity from PubChem BioAssay.

Some of the compounds tested. The share of hits here may be higher or lower than overall.
